From PubChem BioAssay
BLM helicase inh: inhibitors of human Bloom syndrome helicase BLM | P54132 | recombinant BLM DNA unwinding, fluorescence dequenching | Potency, µM (series often up to 56.1 µM), without a hit: at the top dose activity change, negative = inhibition, usual class: inhibitors | 0.2% of 350,000 active;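 note: potency is the fitted concentration of half-maximal effect; plate controls were vehicle for no effect and no enzyme for full effect; nearly all actives have a fitted effect of over 35% in size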
Target sequence (P54132 whole entry, looked up): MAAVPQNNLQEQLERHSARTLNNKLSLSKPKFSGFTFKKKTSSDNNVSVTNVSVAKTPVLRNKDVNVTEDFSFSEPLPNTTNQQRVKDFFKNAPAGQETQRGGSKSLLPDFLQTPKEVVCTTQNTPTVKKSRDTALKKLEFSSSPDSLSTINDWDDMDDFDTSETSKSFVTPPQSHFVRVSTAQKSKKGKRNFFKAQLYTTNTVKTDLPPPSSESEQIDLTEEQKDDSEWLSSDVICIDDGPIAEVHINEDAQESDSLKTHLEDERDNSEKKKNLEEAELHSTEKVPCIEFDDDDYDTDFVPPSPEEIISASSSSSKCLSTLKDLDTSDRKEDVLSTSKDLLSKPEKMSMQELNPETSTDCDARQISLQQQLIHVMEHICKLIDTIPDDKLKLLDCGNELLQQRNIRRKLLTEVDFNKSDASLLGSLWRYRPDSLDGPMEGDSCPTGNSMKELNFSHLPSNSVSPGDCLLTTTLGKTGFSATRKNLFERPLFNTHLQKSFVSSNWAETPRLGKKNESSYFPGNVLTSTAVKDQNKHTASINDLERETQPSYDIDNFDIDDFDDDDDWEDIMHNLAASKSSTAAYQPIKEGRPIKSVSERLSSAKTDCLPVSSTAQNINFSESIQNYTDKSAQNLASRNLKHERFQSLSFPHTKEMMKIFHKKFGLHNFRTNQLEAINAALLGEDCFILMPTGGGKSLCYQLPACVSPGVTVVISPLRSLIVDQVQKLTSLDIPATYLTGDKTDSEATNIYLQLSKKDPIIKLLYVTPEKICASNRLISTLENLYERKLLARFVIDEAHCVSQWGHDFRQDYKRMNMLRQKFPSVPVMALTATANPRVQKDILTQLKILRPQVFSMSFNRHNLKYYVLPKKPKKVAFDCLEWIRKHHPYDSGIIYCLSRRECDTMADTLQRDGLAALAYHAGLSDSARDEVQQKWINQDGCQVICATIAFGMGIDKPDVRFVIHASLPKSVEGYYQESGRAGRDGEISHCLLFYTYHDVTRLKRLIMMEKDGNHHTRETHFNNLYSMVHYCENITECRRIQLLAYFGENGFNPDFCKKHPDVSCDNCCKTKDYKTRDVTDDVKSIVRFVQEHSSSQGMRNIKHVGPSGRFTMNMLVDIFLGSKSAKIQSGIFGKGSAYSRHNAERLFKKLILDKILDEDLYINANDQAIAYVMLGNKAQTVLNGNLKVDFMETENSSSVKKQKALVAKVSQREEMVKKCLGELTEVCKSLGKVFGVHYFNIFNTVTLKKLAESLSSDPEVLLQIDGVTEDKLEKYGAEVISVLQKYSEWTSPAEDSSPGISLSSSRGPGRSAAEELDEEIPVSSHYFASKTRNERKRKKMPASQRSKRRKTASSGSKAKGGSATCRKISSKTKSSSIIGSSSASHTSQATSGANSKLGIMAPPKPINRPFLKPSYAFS
LDHA inh: inhibitors of human lactate dehydrogenase A; P00338; purified LDHA, NADH/diaphorase-resazurin fluorescence; active compounds read low; activity change, % (values are at about 110 or 230 µM); 0.15% of 480,000 active; in the data active = activity change below about -30%; inconclusive = mostly about -25% to -30%;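 note: plate controls were DMSO wells for no effect and wells without enzyme for full effect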
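Human LDH5 at 2 nM final in Tris HCl pH 7.4 with 0.06 mM NADH and 0.2 mM pyruvate, reacted 5 minutes at room temperature. Remaining NADH coupled via diaphorase/resazurin; resorufin fluorescence read at 0 and 20 minutes, normalized to enzyme-free and DMSO wells.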
Anesthetic bind: binds horse apoferritin like a general anesthetic | 0.074% of 350,000 active | AID 485281 | P02791 | apoferritin/1-aminoanthracene competitive binding, fluorescence | Potency, µM (titrated, usually from 77.5 µM), inactives show at the highest dose activity change, negative = displacement, most hits filed as inhibitors; note: potency is the fitted concentration of half-maximal effect; % is set by controls: 0 for no effect and ±100 for the full control effect; nearly all actives have a fitted effect of over 20% in size
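Horse-spleen apoferritin (10 uM) in 50% saturated 1-aminoanthracene in PBS was incubated 10 min at room temperature with compound. Fluorescence (ex 380, em 535 nm) was normalized to free and bound 1-AMA, with concentration-response fitted by a four-parameter Hill equation.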
POLI inh: DNA polymerase iota (human) inhibition; AID 588590; Potency, µM (highest dose often 115 µM), for inactives: top-dose activity, negative = inhibition, actives largely listed as inhibitors; 1% of 390,000 active; Pol iota fluorescent replication assay, 10 min; note: potency is the fitted concentration of half-maximal effect
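Fluorescent replication assay read twice, at 0 min and 10 min after adding 50 nM (final) substrate. Enzyme (10 nM) and compounds were first incubated 15 min at room temperature; enzyme-free buffer wells were negative controls.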
Glioma ERSR ind: induces the endoplasmic reticulum stress response in human glioma cells. U87-MG GRP78 promoter luciferase reporter, 16 h. Potency, µM, without a hit: at the highest dose activation, hits mostly activators. 0.02% of 420,000 active; note: potency is the fitted concentration of half-maximal effect; series mostly up to about 76 µM; % of control where 0% means no effect; nearly all actives have a fitted effect of over 35% in size
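ERSR induction read as luciferase luminescence (Bright-Glo, 10 min at room temperature) in stably transfected human U87-MG glioma cells exposed to compounds for 16 h, using GRP78 as sensor.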
POLK inh: blocks human DNA polymerase kappa activity; Q9UBT6; purified Pol kappa, fluorescent DNA synthesis assay, 10 min; Potency, µM (top dose mostly 107 µM), inactives show top-dose activity, negative = inhibition, usual class: inhibitors; 0.53% of 400,000 active; note: potency is the fitted concentration of half-maximal effect; % is set by controls: 0 for no effect and ±100 for the full control effect
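10 nM Pol kappa preincubated 15 min at room temperature with compounds, then reaction started with substrate at 50 nM final. Fluorescence read kinetically at 0 and 10 min; buffer-only wells served as negative control.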
POLB inh: blocks human DNA polymerase beta activity | P06746 | Pol beta primer extension/strand displacement, fluorescence kinetic | Potency, µM (highest dose often 114 µM), for inactives: top-dose activity change, negative = inhibition, hits mostly inhibitors | 1.3% of 340,000 active; note: potency is the fitted concentration of half-maximal effect; % is set by controls: 0 for no effect and ±100 for the full control effect
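Curves were derived by four-parameter Hill fits of normalized qHTS data. The kinetic fluorescent primer-extension read was taken at 0 and 10 min after 50 nM substrate, following a 15 min room-temperature preincubation of 10 nM enzyme with compounds.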
APE1 inh: APE1 (human) endonuclease inhibition | recombinant APE1, TAMRA/BHQ-2 abasic DNA cleavage fluorescence | P27695 | 0.35% of 350,000 active | AID 2517 | Potency, µM (doses to about 65.8 µM), for inactives: at the top dose activity change, negative = inhibition, most hits filed as inhibitors;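 note: potency is the fitted concentration of half-maximal effect; plate controls were vehicle for no effect and reference inhibitor for full effect; nearly all actives have a fitted effect of over 55% in size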
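Activity was derived from the fluorescence gain between first and third kinetic reads (60 s intervals, ex 525/em 598 nm) after 50 nM THF-abasic TAMRA/BHQ-2 duplex was added to 0.75 nM APE1 preincubated 15 min with compound.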
Pol eta inh: blocks human DNA polymerase eta activity | Q9Y253 | recombinant Pol eta, fluorescent DNA replication assay | Potency, µM (titrated, usually from 114 µM), inactives show top-dose activity change, negative = inhibition, actives largely listed as inhibitors | 1.2% of 390,000 active | AID 588591; note: potency is the fitted concentration of half-maximal effect; % is set by controls: 0 for no effect and ±100 for the full control effect
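Pol eta at 10 nM preincubated with compounds 15 min at room temperature; reaction started with fluorescent substrate (50 nM final) and read kinetically at 0 and 10 min.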
* marks the source's active call; other numbers are inactive results; ? = inconclusive; . = not tested or not shown; & = joins results of further samples; [ ] = another dose, or the depositor's remark. Unless noted, calls come from the whole dose curve; as a rule, active = well fitted curve in the direction sought with a large enough effect; inconclusive = small, poorly fitted or top-dose-only effect, or another doubt; inactive = no such curve, though single readings can be large; an effect the other way counts as inactive or inconclusive. A portion of the library; rates above refer to the full screens.

smiles	BLM helicase inh	LDHA inh	Anesthetic bind	POLI inh	Glioma ERSR ind	POLK inh	POLB inh	APE1 inh	Pol eta inh
COc1ccccc1/C=[N+](\[O-])C1SC(=S)N(C)C1(C)C (centres undefined)	-5%	-5	-8%	7%	0%	4%	4%	-6%	-16%
O=S(=O)(Nc1ccccc1O)c1cccc2cccnc12	-6%	9	-18%	68%[activator]	-4%	-8%	7%	7%	-23%
c1ccc2c(c1)[nH]c1c(N3CCC4(CC3)OCCO4)ncnc12	-1%	-16	-2%	3%	3%	-14%	7%	1%	-11%
Cc1c(Br)c([N+](=O)[O-])nn1C(C)C(=O)N1CCCc2ccccc21 (centres undefined)	-2%	5	-19%	14%	-1%	-9%	9%	19%	-5%
CCOC(=O)N1CCN(C(=O)CSCc2nc(-c3ccccc3F)oc2C)CC1	0%	0	-14%	89µM*	0%	-4%	30%	6%	-8%
COc1cc(/C=N/NC(=Nc2ccc(C)cc2)c2nc3ccccc3s2)ccc1O	-16%	3	?	4%	-10%	-19%	12%	-5%	-11%
O=C(COc1ccc(F)cc1)NCc1ccc2c(c1)CCN2C(=O)c1ccccc1	3%	-4	-8%	-21%	-4%	-5%[60.1 µM]	-3%	.	-13%
Oc1ccc(/C=N/Nc2cc(N3CCOCC3)nc(N3CCOCC3)n2)cc1	.	13	.	?	-3%	-13%	.	.	-12%
CC(C)N(C(=O)C1CC(=O)OC12CCCCC2)C(C)C (centres undefined)	-1%	-2	-4%	-7%	-3%	2%	7%	0%	-10%
Cc1csc(=O)n1CCC(=O)OC(C)C(=O)NCc1ccccc1 (centres undefined)	.	-6	.	-4%	-1%	8%	.	23%	-13%
Cc1ccc(C)c(OCCCC(=O)O)c1	0%	1	2%	-12%	2%	3%	11%	6%	-3%
COc1ccc2cc(CCNC(=O)C(C)C)c(=O)[nH]c2c1	1%	-5	-7%	2%	1%	2%	-1%	0%	1%
CN(C(=O)/C(N=Nc1cccc(C(F)(F)F)c1)=C(\O)C(F)(F)F)c1ccccc1	-11%	-1	?	1%	-3%	-11%	-6%	-8%	-11%
Cc1cc(-c2cc(-c3ccccc3)on2)nc(NCC2CC2)n1	-7%	-8	7%	22%	0%	-15%	-22%	-6%	1%
CCN(c1ccccc1)S(=O)(=O)c1ccc(C(=O)N(C)CCc2ccc(OC)c(OC)c2)cc1	-4%	2	5%	17%	0%	-3%	19%	26%	-14%
CCOC(=O)C1(Cc2ccccc2C)CCCN(C(=O)c2ccc(OC)o2)C1 (centres undefined)	-3%	-1	-23%	18%	0%	4%	37%	-1%	-4%
CCOC(=S)N/C(=N\S(C)(=O)=O)c1ccccc1	-5%	-3	2%	12%	0%	-14%	?	0%	-2%
COc1cc(/C=N\NC(=O)c2ccc(C)nc2)ccc1OC(=O)c1cccc(F)c1	-10%	-10	-8%	40%[activator]	-5%	-1%	-21%	36%	-26%
CC(=O)N1CCN(C(=S)c2cccc([N+](=O)[O-])c2)CC1	1%	0	1%	37%[activator]	-3%	-6%	37%	7%	-24%
O=C(Nc1cccc(-c2csc(Nc3ccccc3)n2)c1)c1cc([N+](=O)[O-])cc(C(F)(F)F)c1	-4%	2	-22%	13%	0%	5%	6%	14%	-6%
Cc1ccc(O)c(NC(=O)c2cc(-c3ccco3)on2)c1	-1%	-12	4%	42%[activator]	11%	-5%	-10%	2%	-20%
COc1c2c(nc3occc13)C(CC=C(C)C)(OC)C(O)CC2 (centres undefined)	-4%	0	-7%	23%	-4%	-7%	3%	-5%	-1%
COc1cc(C(Nc2ccc(S(=O)(=O)NCC3CCCO3)cc2)C(=O)NC(C)(C)C)cc(OC)c1OC (centres undefined)	-1%	-12	4%	63%[activator]	-5%	-1%	1%	1%	-3%
Cc1cc2cc(C#N)c(NCCNC(=S)NCCCN3CCOCC3)nc2cc1C	0%	-1	13%	45%[activator]	3%	-5%	22%	2%	-22%
O=S(=O)(NC1CC1)c1ccc(S(=O)(=O)N2CCC3(CC2)OCCO3)cc1	-2%	-10	-5%	144%[activator]	2%	0%	-26%	7%	-18%
Cc1nn(C(=O)c2ccco2)c(C)c1CN1C(=O)c2ccccc2C1=O	-6%	-6	5%	18%	-3%	1%	3%	11%	10%
S=C(c1cn(Cc2ccccc2)c2ccccc12)N1CCOCC1	-10%	-3	?	36%[activator]	-4%	-6%	-22%	?	-15%
Cc1ccc(C(=O)CCNc2ccc(F)c(Cl)c2)o1	-4%	-2	-16%	9%	-2%	-12%	3%	0%	-17%
C=CCNc1nc(Cl)nc(Nc2cc(Cl)ccc2OC)n1	-1%	-2	-1%	43%[activator]	-7%	-10%	-17%	3%	-7%
CCC1CCCCN1CCCNC(=O)C1CCN(S(=O)(=O)N2CCC3(CC2)OCCO3)CC1 (centres undefined)	0%	-4	2%	19%	-1%	4%	-13%	9%	-5%
CCOc1ccc(CN2CCC(n3nccc3NC(=O)CCCc3ccccc3)CC2)cc1	-1%	-6	-18%	0%	-3%	-25%	1%	-2%	5%
CC[C@@H](C)[C@H](NC(=O)OCc1ccccc1)c1nnc([C@@H](NC(=O)OCc2ccccc2)[C@@H](C)CC)o1	-3%	6	61%[activator]	15%	-2%	8%	-20%	-6%	-10%
CCOc1cc2[nH]c(=S)n(Cc3ccc(C(=O)NCC(OC)OC)cc3)c(=O)c2cc1OCC	-2%	0	-8%	25%	-3%	-12%	22%	-1%	-12%
CC(C)Oc1cccc(C(=O)Nc2ccc(N3CCN(C)CC3)cc2)c1	-5%	-4	-17%	11%	0%	2%	27%	5%	1%
O=C(NCc1ccccc1)C1CCC(=O)N(CCCN2CCCC2=O)C1 (centres undefined)	-2%	-6	7%	1%	1%	-1%	7%	11%	2%
CCN(C(=O)CSc1nc2ccc([N+](=O)[O-])cc2s1)C1CCS(=O)(=O)C1 (centres undefined)	-2%	-2	-14%	177%[activator]	-2%	-9%	5%	-7%	11%
COc1cc(SC)ccc1C(=O)N(C)CC(=O)Nc1cccc2ccccc12	.	1	.	33%[activator]	-5%	-4%	.	-14%	-19%
CCCCNC(=O)C1=CC(c2ccc3c(c2)OCO3)=NS(=O)(=O)N1C	-5%	-4	-10%	59%[activator]	-2%	-9%	5%	.	-21%
Cc1c(C(=O)N2CCCCC2)c(S(=O)(=O)N2CCN(c3ccc(Cl)cc3)CC2)c(C)n1C	-3%	-1	?	0%	-2%	-8%	-2%	33%[activator]	-16%
COc1ccc(OC2C=CC(C#Cc3ccc(F)cc3F)OC2CO)cc1 (centres undefined)	-6%&-4%[12.4 µM]	.	?	.	-2%&-4%	.	.	4%&1%[12.4 µM]	.

(more compounds)
mol	BLM helicase inh	LDHA inh	Anesthetic bind	POLI inh	Glioma ERSR ind	POLK inh	POLB inh	APE1 inh	Pol eta inh
O=C(NC1CCCCC1)c1cc(S(=O)(=O)N2CCOCC2)c(Cl)cc1Cl	0%	-5	5%	-26%	-3%	-1%	21%	20%	4%
CCOC(=O)c1cc(-c2ccccc2)n(CCC(=O)Nc2ccc(C(F)(F)F)cc2)c1C	-12%	3	56%[activator]	-11%	?	-1%[60.1 µM]	-21%	.	-25%
CS(=O)(=O)N1CCN(c2ccc(NC(=O)COc3ccccc3[N+](=O)[O-])cc2)CC1	-3%	-2	-19%	-3%	-3%	-6%	-15%	37%	-19%
CC(C)N(Cc1nc(-c2ccccc2)no1)C(=O)CN(C)S(=O)(=O)c1ccc(Br)cc1	-7%	-9	44%[activator]	-7%	-2%	-13%	1%	-3%	-7%

A different layout for part of the listing above:
structure: O=C(NC1CCCCC1)c1cc(S(=O)(=O)N2CCOCC2)c(Cl)cc1Cl
- BLM helicase inh: 0%
- LDHA inh: -5
- Anesthetic bind: 5%
- POLI inh: -26%
- Glioma ERSR ind: -3%
- POLK inh: -1%
- POLB inh: 21%
- APE1 inh: 20%
- Pol eta inh: 4%

structure: CCOC(=O)c1cc(-c2ccccc2)n(CCC(=O)Nc2ccc(C(F)(F)F)cc2)c1C
- BLM helicase inh: -12%
- LDHA inh: 3
- Anesthetic bind: 56%[activator]
- POLI inh: -11%
- Glioma ERSR ind: ?
- POLK inh: -1%[60.1 µM]
- POLB inh: -21%
- APE1 inh: .
- Pol eta inh: -25%

structure: CS(=O)(=O)N1CCN(c2ccc(NC(=O)COc3ccccc3[N+](=O)[O-])cc2)CC1
- BLM helicase inh: -3%
- LDHA inh: -2
- Anesthetic bind: -19%
- POLI inh: -3%
- Glioma ERSR ind: -3%
- POLK inh: -6%
- POLB inh: -15%
- APE1 inh: 37%
- Pol eta inh: -19%

structure: CC(C)N(Cc1nc(-c2ccccc2)no1)C(=O)CN(C)S(=O)(=O)c1ccc(Br)cc1
- BLM helicase inh: -7%
- LDHA inh: -9
- Anesthetic bind: 44%[activator]
- POLI inh: -7%
- Glioma ERSR ind: -2%
- POLK inh: -13%
- POLB inh: 1%
- APE1 inh: -3%
- Pol eta inh: -7%
